# Compound activity (PubChem BioAssay)
# NR2E3 ag-1 – activates human NR2E3 receptor; Q9Y5X4; CHO-S Gal4-NCOR/VP16-NR2E3 two-hybrid, luciferase; inhibition of corepressor binding, % at 3.98 µM; 0.35% of 360,000 active; AID 602229;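 active = inhibition above the mean of all tested compounds plus 3 SD, cut at about 70% in these data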;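 also: 0% = DMSO with NR2E3 transfected cells and 100% = cells lacking NR2E3 construct; higher means lower luciferase signal from less NR2E3 corepressor binding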
# Target sequence (Q9Y5X4 whole entry, looked up, the tested form may be a part): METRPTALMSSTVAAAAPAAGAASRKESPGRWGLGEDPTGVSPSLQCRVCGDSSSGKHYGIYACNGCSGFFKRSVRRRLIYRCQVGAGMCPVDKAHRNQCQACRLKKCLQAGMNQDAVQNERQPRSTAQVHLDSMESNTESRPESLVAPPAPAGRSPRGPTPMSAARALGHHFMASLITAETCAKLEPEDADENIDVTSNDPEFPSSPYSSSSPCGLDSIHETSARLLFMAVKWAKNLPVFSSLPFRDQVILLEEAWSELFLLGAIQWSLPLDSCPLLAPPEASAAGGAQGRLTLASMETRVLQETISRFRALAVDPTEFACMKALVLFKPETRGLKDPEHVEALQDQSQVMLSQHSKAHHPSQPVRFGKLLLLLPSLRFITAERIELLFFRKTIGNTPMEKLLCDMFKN
# MITF TRPM1 inh – inhibitors of MITF-driven TRPM1 promoter in melanoma cells; SK-MEL-5 TRPM1 promoter luciferase, 24 h; inhibition, % at 12.5 µM; 0.83% of 330,000 active; AID 488899;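 active = mean inhibition across replicates of 60% or more, whatever share of single replicates reaches that level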; also: values of inactives mirror those of a sister screen read the other way
# Shn3 inh set2 – Schnurri-3 reporter inhibition in Clone20 osteoblasts; Clone20 osteoblast Shn3 3'UTR firefly luciferase, 24 h; inhibition, % at 12.5 µM; 0.52% of 360,000 active; AID 588674;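 active = mean inhibition of at least 75% with every replicate also reaching 75%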;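 also: 0% = median of neutral control wells and 100% = pilot-screen positive control compound; some compounds past the cut are filed as inactive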
# HIF-2a inh – blocks HIF-2a reporter activity; 786-0 RCC cells HIF-2a reporter, luciferase luminescence, overnight; inhibition, % at 18.8 µM; AID 624352; 0.72% of 360,000 active;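 active = inhibition of the luminescence signal of 40% or more relative to plate controls, in a single-dose primary screen at 18.75 µM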
# NR2E3 ag-2 – NR2E3 (human) agonism | GST-NR2E3/biotin-RetCOR TR-FRET, 1536-well | AID 2300 | inhibition of corepressor binding, % at 4.78 µM | 0.12% of 320,000 active | Q9Y5X4;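 active = percent inhibition above the cutoff of mean plus 3 SD of all tested compounds, set per screening campaign, cut at about 20% in these data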;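 also: 0% = DMSO wells and 100% = biotin wells as full block of FRET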
#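 Format: 1536-well format; test system: GST-NR2E3 and biotin-RetCOR proteins; read-out basis: percent inhibition of TR-FRET ratio; timing: 5 h incubation at 4 °C; detection: time-resolved FRET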
# TROY NFkB inh – TROY signaling inhibition. Q293 LMP1-TROYcd NF-kB luciferase reporter, 4 h. inhibition, % at 10 µM. 0.98% of 360,000 active;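 active = compounds whose plate-normalised and pattern-corrected inhibition of the luciferase reporter signal at the single screening dose is 50% or more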
# C8 TRAIL sens – caspase-8 TRAIL sensitization. AID 624354. NB7+C8 cells + TRAIL, ATPlite viability luminescence. inhibition (viability loss, TRAIL sensitization), % at 10 µM. 1% of 360,000 active;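 active = compounds causing at least 50% loss of cell viability in the single-dose screen, relative to plate controls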
# CF NFkB block – blocks PAF-induced NF-kB reporter in cystic fibrosis cells; KKLEB NF-kB-GFP reporter, GFP fluorescence overnight; inhibition, % at 5 µM; 0.86% of 360,000 active; AID 588850;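 active = at least 50% inhibition at 5 µM, scaled per plate between neutral and stimulator controls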;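 also: PAF is a Pseudomonas aeruginosa culture filtrate used as stimulus; plate controls were PAF-stimulated DMSO wells for no effect and unstimulated DMSO wells for full effect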
# KKLEB cytotox – reduces viability of KKLEB cystic fibrosis airway cells. KKLEB CF airway cells viability, ATPlite luminescence, overnight; stronger effect = lower value; cells stimulated with P. aeruginosa culture filtrate. activity change (cytotoxicity), % at 5 µM. 0.36% of 360,000 active;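 active = corrected activity change at or below -50% at 5 µM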
# TWEAK-Fn14 inh – TWEAK-Fn14 signaling inhibition | TWEAK-stimulated Fn14 reporter cells, luciferase luminescence, 8 h | inhibition, % at 10 µM | 2% of 360,000 active | AID 1159606; in the data active = inhibition above about 50%
# Peg3 prom inh – inhibitors of Peg3 promoter; HeLa PEG-Prom luciferase reporter, luminescence, overnight; inhibition, % at 20 µM; 1.7% of 360,000 active; AID 588405;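 active = inhibition of at least 50% at 20 µM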
# Numbers without * were called inactive; . = no result given. Some of the compounds tested; rates above refer to the full screens.
SMILES,NR2E3 ag-1,MITF TRPM1 inh,Shn3 inh set2,HIF-2a inh,NR2E3 ag-2,TROY NFkB inh,C8 TRAIL sens,CF NFkB block,KKLEB cytotox,TWEAK-Fn14 inh,Peg3 prom inh
CC(C)c1nnc(NC(=O)CCC(=O)NC2CCCCCC2)s1,-10,-5,-10,3,2,27,19,-9,12,-5,5
Cc1cccc(C)c1NC(=O)[C@@]1(CC(=O)O)CC(/C=C/c2ccccc2)=NO1,15,7,1,12,.,-6,-17,10,-4,13,5
CCCn1nc2cc(C(=O)NCc3ccccc3)ccc2c1OCC,-50,-1,1,-13,-4,2,-7,-6,-5,-6,-22
CC1CCCCC1NC(=O)CSc1nnc(C(F)(F)F)n1C (configuration not stated),12,.,-10,5,.,-13,-21,-4,0,1,-16
COCCNC(=O)c1cccc(S(=O)(=O)N2CC3(C)CC2CC(C)(C)C3)c1 (configuration not stated),1,16,-9,23,1,-18,-8,17,-17,11,6
CN(CCc1ccccc1)C(=O)c1ccc(NC(=O)Cc2ccc(NC(=O)C3CCCN(S(=O)(=O)c4cccc([N+](=O)[O-])c4)C3)cc2)cc1 (configuration not stated),-21,23,-4,-2,.,0,20,-16,-13,-3,-2
Cc1ccc(CNS(=O)(=O)c2ccc(F)c(F)c2)n1C,-3,0,7,5,5,-3,-12,-3,12,-6,7
Cc1c(Br)c([N+](=O)[O-])nn1C(C)C(=O)NCc1ccco1 (configuration not stated),-27,4,-12,18,-3,-8,-2,-16,18,2,-4
Cc1ccc(S(=O)(=O)N2CCCC2C(=O)O)s1 (configuration not stated),-11,-8,4,20,2,-17,-11,-5,-4,27,2
CCOc1ccc(CCN2C(=O)C3C4C=CC(C4)C3C2=O)cc1OCC (configuration not stated),10,3,-4,12,1,-1,-6,-16,-3,4,9
COc1ccc(CCNC(=O)CSc2nnnn2-c2ccc(OC)c(OC)c2)cc1OC,-7,10,0,20,1,12,7,-10,6,0,9
Cc1ccc2nc(SCC(=O)Nc3cccc(S(N)(=O)=O)c3)[nH]c2c1,-14,2,-7,-1,-6,9,1,3,-9,-30,-5
Cc1cc(C(=O)CN2C(=O)C(=O)N(C)C2=O)c(C)n1-c1cccc(S(=O)(=O)N2CCOCC2)c1,-8,3,9,15,-3,21,-13,20,0,-4,8
COc1ccccc1NC(=O)Cn1nnc2sc3c(c2c1=O)CC(C)(C)OC3,-18,.,.,5,3,6,0,-19,8,-10,8
COc1cccc(NC(=O)c2cc(-c3cccnc3)nc3c(Cl)cccc23)c1,15,13,-22,-19,0,4,8,-16,-8,10,33
CC(C)C(NS(=O)(=O)c1ccccc1F)C(=O)OCC(=O)NCc1ccco1 (configuration not stated),-26,0,-4,-1,.,16,-8,1,-5,7,20
O=C(CCCN=C1NS(=O)(=O)c2ccccc21)OCc1ccccc1,-48,6,18,16,-1,-15,-10,-24,19,6,25
Cc1cc(=O)oc2cc(OCC(O)Cn3ccnc3)ccc12 (configuration not stated),20,-1,-2,13,2,9,-9,0,-2,7,0
CC(C)(C)C1CCc2onc(C(=O)O)c2C1 (configuration not stated),-6,5,-1,13,-1,-1,-6,-10,9,-8,-12
CC(C)C(=O)Nc1cccc(NC(=O)c2cccc([N+](=O)[O-])c2)c1,-11,6,-7,8,3,-5,-7,10,-13,0,12
CN(C(=O)COc1cc(=O)n(C)c2ccccc12)c1ccc(Br)cc1,-17,.,-19,11,5,-15,-25,-27,-4,4,-10
CN(CC(O)COC(c1ccccc1)c1ccccc1)C1CCCCC1 (configuration not stated),-9,-8,33,23,-2,9,-1,7,2,-28,8
O=C(NCc1ccccc1)C(c1ccccc1)N(C(=O)c1csnn1)c1ccc(F)cc1 (configuration not stated),-10,-6,-1,24,-3,-3,0,8,-5,13,30
O=C(CNc1cccc(F)c1)Nc1cccc(S(=O)(=O)N2CCCCC2)c1,9,2,-11,2,.,3,11,1,3,-9,0
C[C@H](O)[C@@H]1C(=O)N2CCc3ccc(-c4ccccc4)cc3[C@@H]2C[C@@H]1N(C)C(=O)NC1CCCCC1,-43,18,0,-20,.,12,-3,17,-5,18,-16

# 6 of the entries above in order of the TWEAK-Fn14 inh value, descending.
SMILES | TWEAK-Fn14 inh
Cc1cc(=O)oc2cc(OCC(O)Cn3ccnc3)ccc12 (configuration not stated) | 7
CN(C(=O)COc1cc(=O)n(C)c2ccccc12)c1ccc(Br)cc1 | 4
COc1ccc(CCNC(=O)CSc2nnnn2-c2ccc(OC)c(OC)c2)cc1OC | 0
Cc1ccc(CNS(=O)(=O)c2ccc(F)c(F)c2)n1C | -6
CN(CC(O)COC(c1ccccc1)c1ccccc1)C1CCCCC1 (configuration not stated) | -28
Cc1ccc2nc(SCC(=O)Nc3cccc(S(N)(=O)=O)c3)[nH]c2c1 | -30

# Remaining list, next part
SMILES,NR2E3 ag-1,MITF TRPM1 inh,Shn3 inh set2,HIF-2a inh,NR2E3 ag-2,TROY NFkB inh,C8 TRAIL sens,CF NFkB block,KKLEB cytotox,TWEAK-Fn14 inh,Peg3 prom inh
CN1C(=O)C(O)(C2CCCCCC2=O)c2ccccc21 (configuration not stated),0,-7,-2,11,1,1,16,8,-4,4,11
COc1ccc(/C=C/C(=O)Nc2ccc(C34CC5CC(CC(O)(C5)C3)C4)cc2)cc1OC,-71,-45,0,-178,-1,27,45,46,-41,8,-71
CCOc1ccc(C(C)=O)cc1Cn1nc(C(=O)O)c2ccccc2c1=O,-27,-2,10,19,1,3,17,-31,5,-30,3
CCN(CC)C(=S)Nc1c(C)n(C)n(-c2ccccc2)c1=O,10,-7,-7,6,-1,11,-7,-8,-2,4,10
CCN1CCN(CCC(=O)Nc2cc(OC)cc(OC)c2)CC1,-17,5,10,10,0,2,-8,-37,0,10,1
COc1cccc(C(=O)Nc2ccccc2NC(=O)c2cccc(OC)c2)c1,-1,11,-10,13,1,-15,-13,19,-5,3,17
COc1ccc(OC)c(-c2nnc3n2N=C(c2ccc(OC)c(OC)c2)CS3)c1,33,50,17,24,.,34,-3,45,-12,-19,-11
OCCOCCn1c(C(CO)Nc2nc(-c3ccc(Cl)cc3)cs2)nc2ccccc21 (configuration not stated),-5,9,-2,-36,7,-17,31,-14,-22,-13,3
Cc1[nH]nc2c1C(c1ccsc1)C1=C(CC(C)(C)CC1=O)N2 (configuration not stated),25,-7,9,-13,-1,-5,-11,-5,-4,16,18
COc1ccccc1C(CNC(=O)c1cccc(S(=O)(=O)N2c3ccccc3CC2C)c1)N(C)C (configuration not stated),-5,-14,5,4,.,14,5,20,5,5,4
O=C(NCCN1CCOCC1)c1ccc2ccccc2c1,-24,-24,-4,-75,-2,0,-9,8,-3,-22,-39
COc1cc(OC)cc(-c2c(-c3ccc(F)cc3)c3cc(-c4ccc5cc[nH]c5c4)ccc3n2C)c1,-11,13,17,6,0,12,18,-12,-25,-10,12
CC[C@@H](Nc1ncnc2c1oc1ccccc12)C(=O)O,-2,3,-12,2,1,-13,-4,6,-4,11,13
Cc1cc(C)n(-c2ccc(C(=O)N3CC(C)OC(C)C3)cc2)n1 (configuration not stated),-21,5,18,18,0,-10,-3,-3,24,-7,6
COc1cc(/C=N/NC(=O)c2ccc(CN3c4cccc5cccc(c45)S3(=O)=O)cc2)cc(OC)c1O,1,7,13,10,.,35,-6,69*,-80*,17,57*
COc1cccc(/C=C2\SC(=S)N(CCC(=O)N3CCCCC3CCO)C2=O)c1 (configuration not stated),-25,-5,-53,31,1,-10,-2,31,-16,5,43
O=c1[nH]c2cc3ccccc3cc2nc1-c1nnnn1C1CCCC1,-46,.,.,-11,.,-10,1,.,.,-8,.
Cc1cccc(N2CC(C(=O)Nc3ccccc3N3CCCC3)CC2=O)c1C (configuration not stated),-21,3,7,-2,-4,-11,-6,-3,0,5,20
N#Cc1nc(NCC(F)F)nc(Nc2cc(F)cc(F)c2)n1,-7,75*,58,8,-1,46,50*,73*,20,92*,107*
COc1ccc(NC(C)C(=O)N/N=C/c2ccccc2OCc2ccc(Br)cc2)cc1 (configuration not stated),-57,-82,-58,-164,-1,-39,2,2,-18,-12,-185
COc1ccccc1N(CC(=O)NCc1ccc2c(c1)OCO2)C(=O)CCC(=O)Nc1nccs1,-24,4,4,8,2,-1,14,3,1,-20,17
O=S(=O)(c1ccc2ccccc2c1)N(CC(O)CN1CCOCC1)c1ccccc1 (configuration not stated),19,7,8,7,4,7,4,6,-5,6,4
O=c1cnnc(Nc2ccc(F)cc2)[nH]1,-4,-7,11,8,-2,1,-1,-13,-7,10,-4
O=C(c1ccc(S(=O)(=O)NCc2ccco2)cc1)N1CCN(c2ccccc2)CC1,20,-12,17,-2,.,-1,-11,-3,-8,10,7
O=[N+]([O-])c1ccc(F)cc1Oc1nc(-c2cccnc2)nc2ccccc12,11,39,21,10,5,-7,-6,6,-3,55*,-4

# Retrieved one by one from above, two records:
SMILES,NR2E3 ag-1,MITF TRPM1 inh,Shn3 inh set2,HIF-2a inh,NR2E3 ag-2,TROY NFkB inh,C8 TRAIL sens,CF NFkB block,KKLEB cytotox,TWEAK-Fn14 inh,Peg3 prom inh
COc1cccc(C(=O)Nc2ccccc2NC(=O)c2cccc(OC)c2)c1,-1,11,-10,13,1,-15,-13,19,-5,3,17
Cc1[nH]nc2c1C(c1ccsc1)C1=C(CC(C)(C)CC1=O)N2 (configuration not stated),25,-7,9,-13,-1,-5,-11,-5,-4,16,18

# The list continues.
SMILES,NR2E3 ag-1,MITF TRPM1 inh,Shn3 inh set2,HIF-2a inh,NR2E3 ag-2,TROY NFkB inh,C8 TRAIL sens,CF NFkB block,KKLEB cytotox,TWEAK-Fn14 inh,Peg3 prom inh
Cc1c(N(C)S(=O)(=O)c2ccc(Cl)c(C(=O)NCC(C)(C)N3CCOCC3)c2)c(=O)n(-c2ccccc2)n1C,-44,-3,-19,4,.,-16,4,-10,19,6,8
CCN(CC)Cc1c(C(=O)N/N=C/c2ccncc2)nnn1-c1nonc1N,-19,-8,12,10,-1,-12,-5,-33,14,-8,28
O=C(Nc1ccc2c(c1)CCC2)C1COc2ccccc2O1 (configuration not stated),2,-75,-20,-312,2,-58,0,8,-7,-24,-267
CCC(C)NC(=O)c1c(-c2cc(Cl)c(OC)c(Cl)c2)noc1C (configuration not stated),-3,-8,2,-11,-2,-1,-3,4,4,-5,8
CC(C)Cc1cc(CN2CCC(CO)(Cc3cccc(C(F)(F)F)c3)CC2)[nH]n1,5,-16,33,4,0,7,7,28,-3,9,34
Cc1ccc(-c2[nH]nc3c2C(c2ccc(OC(=O)N4CCOCC4)cc2)C(C#N)=C(N)O3)cc1 (configuration not stated),-13,-11,-29,1,0,3,-13,8,2,-29,-2
O=C(CN1C(=O)c2cccnc2C1=O)c1ccccc1,-33,-3,-37,-29,2,-25,13,3,1,-3,-21
COc1ccccc1NC(=O)CSc1nnc(COc2ccccc2C)o1,-12,11,-11,-12,1,-8,13,3,-6,-13,4
CC(=Cc1ccccc1)C=C1SC(=S)N(CCCC(=O)Nc2ccc(C(=O)O)c(O)c2)C1=O,-5,.,-23,9,.,-36,-3,5,-12,7,-56
NC(CCc1ccccc1)c1csc(NC(=O)Nc2cccc(Cl)c2)n1 (configuration not stated),7,.,-2,14,.,3,-3,28,-18,7,89*
Cc1ccc(C(C)NC(=O)C2CCCC2)cc1C (configuration not stated),9,-5,24,8,-2,-18,-4,2,1,-2,-16
